Screens (PubChem BioAssay)
NPYLR7 ag: mosquito NPYLR7 agonism. HEK293T NPYLR7/Galpha15, GCaMP6s calcium fluorescence. activation, % at 10 µM. actives 0.15% (n = 270,000). AID 1259423; in the data active means activation above about 40%;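 further: 0% = vehicle and 100% = reference agonist at the receptor; some compounds past the cut are filed as inactive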
hcGAS inh: blocks human cGAS activity; Q8N884; recombinant h-cGAS, ATP depletion, Kinase-Glo luminescence; inhibition, % at 12.5 µM; actives 0.081% (n = 290,000);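 further: 0% = vehicle reaction and 100% = reaction without DNA for no activity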
Target sequence (Q8N884 whole entry, looked up): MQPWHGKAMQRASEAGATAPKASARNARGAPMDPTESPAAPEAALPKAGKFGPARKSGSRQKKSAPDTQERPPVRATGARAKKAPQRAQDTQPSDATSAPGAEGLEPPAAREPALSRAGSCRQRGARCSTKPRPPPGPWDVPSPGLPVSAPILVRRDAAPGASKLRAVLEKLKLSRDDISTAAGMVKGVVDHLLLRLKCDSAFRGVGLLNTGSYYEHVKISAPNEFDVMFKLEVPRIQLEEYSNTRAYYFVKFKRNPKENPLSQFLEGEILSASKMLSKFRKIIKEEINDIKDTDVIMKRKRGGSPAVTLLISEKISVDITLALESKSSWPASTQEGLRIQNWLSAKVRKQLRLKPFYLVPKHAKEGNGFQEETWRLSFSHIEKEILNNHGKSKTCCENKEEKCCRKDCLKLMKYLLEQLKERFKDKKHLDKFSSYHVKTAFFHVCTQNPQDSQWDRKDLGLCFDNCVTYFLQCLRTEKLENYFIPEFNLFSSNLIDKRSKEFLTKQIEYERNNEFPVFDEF
mcGAS lum: inhibitors of mouse cGAS | Q8C6L5 | recombinant cGAS, Kinase-Glo ATP depletion luminescence | inhibition, % at 12.5 µM | actives 0.15% (n = 160,000) | AID 1259399;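 further: 0% = negative control wells and 100% = reference inhibitor with no enzyme activity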
The depositor's hits bear a star; · = no result given; & = joins results of further samples. Unless noted, no stated cut-off is given here; in the data, active means inhibition above about 40%; inactive means the rest.

item	mol	NPYLR7 ag	hcGAS inh	mcGAS lum
1	COc1ccc(C2=Nc3ccccc3SC(C(=O)O)C2)cc1 (stereo not drawn)	6	-6	-7
2	CCOc1ccc(C2C(C(=O)c3cccs3)=C(O)C(=O)N2CCCN2CCOCC2)cc1 (stereo not drawn)	3	-8	·
3	CCOC(=O)Cc1c(C)nc2ncnn2c1N1CCN(S(=O)(=O)c2ccccc2OC(F)(F)F)CC1	29	-3	-7
4	Cc1nnc(SCc2nnc(-c3ccc(Br)cc3)o2)n1C1CC1	-1	-8	-5
5	CCCCn1nccc1NC(=O)NCC1CN(S(C)(=O)=O)CCO1 (stereo not drawn)	·	-13	-8
6	Cc1nc(-n2nc(-c3cccs3)cc2NC(=O)COc2ccc(C(C)C)cc2)[nH]c(=O)c1C	4	-5	·
7	O=C(NCc1ccc(Cl)cc1)c1ccc(CN2CCOCC2)cc1	-11	0	·
8	CCOCCn1cnc(-c2ccccc2)c1-c1ccc(OC)c(O)c1Cl	1	2	·
9	COC(=O)[C@H]1CCCN1C(=O)[C@@H]1[C@@H](NC(=O)NC2CCCCC2)CCN1C(=O)c1cccn1C	-6	-6	-8
10	O=c1oc2cc(O)ccc2cc1S(=O)(=O)c1ccc(F)c(Cl)c1	8	0	0
11	CC(C)C(=O)NCCc1nc2ccccc2n1Cc1ccccc1	3	-2	·
12	CC(C)c1cc(=O)n(CC(=O)Nc2cccnc2)cn1	16	-8	·
13	CN(CCCc1cnn(C)c1)c1nc(-c2cccnc2)nc2c1CNC2	10	-6	·
14	CC(C)C1c2[nH]c3ccccc3c2CCN1Cc1nc(-c2ccccn2)no1 (stereo not drawn)	11	-3	·
15	CN(Cc1csc(-c2ccccc2)n1)CC1CCOC1 (stereo not drawn)	0	1	2
16	CCN(CC)c1ccc(C(=O)NC(c2n[nH]c(C)n2)C(C)C)cn1 (stereo not drawn)	4	-18	·
17	COc1cc(OC)cc(C(=O)N(C)CCc2ccc(OC)c(OC)c2)c1	-9	-6	-4
18	c1cn(CCc2cnc[nH]2)c(-c2ccc(C3CCCCO3)s2)n1 (stereo not drawn)	2	-5	-11
19	Fc1ccc(-c2cc(C(F)(F)F)nc(-n3cccn3)n2)cc1	9	-7	·
20	CN(C)C(=O)N1CCCC(C(=O)NCCCC(C)(C)CO)C1 (stereo not drawn)	-9	0	·
21	CCOc1cc2c3c(c1)C1(Nc4ccccc4S1)C(=O)N3C(C)(C)CC2C (stereo not drawn)	-4	-1	·
22	CCc1cnc2c(c1OC)c(=O)n(CC(=O)N(CC)CC)c(=O)n2C	0	-7	-9
23	C=CCN1CCc2ccc(OC(CC)C(=O)NC(C)C)cc2C1c1ccccc1 (stereo not drawn)	·	2	-3
24	CCn1c(C2CCCN(C(=O)c3ccc(C#CC(C)(C)O)o3)C2)nn(C)c1=O (stereo not drawn)	11	-5	·
25	CCC(=O)N1CCN(c2ncnc3c2nnn3-c2cccc(F)c2)CC1	-6	-6	-7
26	CC(C)c1cc(NS(=O)(=O)c2cnn(C)c2)no1	0&0	2&-7	·
27	O=C([C@@H]1C[C@@H](NCc2cccc(O)c2)CN1Cc1ccccc1)N1CCN(c2cccc(C(F)(F)F)c2)CC1	11	-8	·
28	N#Cc1c(F)cccc1NCCNc1nc2ccccc2o1	10	-6	-14
29	Cc1cc(OC(=O)CN2C(=O)C3C4C=CC(C5CC45)C3C2=O)cc2oc(=O)ccc12 (stereo not drawn)	-7	4	·
30	CCCc1[nH]n(-c2ccccc2)c(=O)c1/C=C1\NC(=O)N(Cc2c(F)cccc2F)C1=O	-7	-4	-1
31	CCn1nc(C)cc1C(=O)NC1CC(C)(C)Cc2c1cnn2-c1ccccc1 (stereo not drawn)	15	-7	-10
32	CCOc1ccc(C(=O)Nc2ccc3oc(-c4ccccc4)nc3c2)cc1[N+](=O)[O-]	9	-6	-6
33	CCCSc1nnc2n1CCN2c1ccc(F)cc1	1	2	1
34	CCCc1nc(N2CCCN(C(=O)CCC(=O)OCC)CC2)c2c(C)nn(-c3ccc(F)cc3)c2n1	-8	-4	-8
35	COc1ccccc1CN(Cc1cccc(C(F)(F)F)c1)Cc1nc(C(=O)NC(C)c2ccccc2)co1 (stereo not drawn)	13	-2	-6
36	COc1cccc(N2CCN(C(=O)Nc3ccccc3)C(C)C2=O)c1 (stereo not drawn)	11	-8	-5

Retrieved one by one from the list above, two records:
item	mol	NPYLR7 ag	hcGAS inh	mcGAS lum
14	CC(C)C1c2[nH]c3ccccc3c2CCN1Cc1nc(-c2ccccn2)no1 (stereo not drawn)	11	-3	·
16	CCN(CC)c1ccc(C(=O)NC(c2n[nH]c(C)n2)C(C)C)cn1 (stereo not drawn)	4	-18	·

Other compounds follow:
item	mol	NPYLR7 ag	hcGAS inh	mcGAS lum
37	Cc1ccc2[nH]c(CCC(=O)N3CCOC(C(F)(F)F)C3)nc2c1C (stereo not drawn)	8	-3	·
38	CCOC(=O)c1cc(-c2ccc(F)cc2)n(C2CCN(C(=O)c3c(F)cccc3Cl)CC2)n1	2	-5	-6
39	Cc1cnn(CC(C)NCc2c(C)nn(C)c2Cl)c1 (stereo not drawn)	1	-14	-8
40	COCCCN(Cc1c(-c2ccccc2)noc1N(C)C1CCCCC1)C(=O)c1ccc(Cl)cc1	-8	-1	-1
41	COC(=O)c1cc(-c2ccc3c(c2)OCCO3)nc2c1c(C)nn2C1CCS(=O)(=O)C1 (stereo not drawn)	12	-10	·
42	CCCNC(CC(=O)Nc1cccnc1)C(=O)O (stereo not drawn)	1	-5	-7
43	CC(C)(C)c1ccc(C(=O)Nc2cc(C(=O)Nc3ccc(F)c(F)c3)ccc2N2CC3CC(C2)c2cccc(=O)n2C3)cc1 (stereo not drawn)	-9	-7	·
44	CCCCc1nc(Cl)c([C@@H]2C[C@H](NC(C)=O)C[C@H](C(C)(C)C)O2)[nH]1	·	-9	-3
45	COc1ncc(Cl)c(NCCC(=O)NC(C)C)n1	4	-6	·
46	CC(C)(C)OC(=O)NC(c1noc(C2CC(c3ccccc3)=NO2)n1)C1CC1 (stereo not drawn)	-11	5	·
47	Cc1ccc(CNC(=O)CSc2nnc(N)s2)cc1	3	-8	·
48	Nc1nonc1-c1noc(C23CC4CC(CC(C4)C2)C3)n1	9	-7	·
49	NC(=O)C1CCN(CC(=O)N2N=C(c3ccccc3)CC2c2ccc(Cl)cc2)CC1 (stereo not drawn)	-14	0	0
50	Cc1nc(C(C)C)sc1C(=O)NC1CC(=O)N(CCc2ccccc2)C1 (stereo not drawn)	5	-1	-9
51	CCCNC(=O)C1(C)CCN(Cc2cccc(OCOC)c2)C1 (stereo not drawn)	1	-13	·
52	COc1ccc(-c2cc(C(=O)NC(C)CCc3ccccc3)n3nc(C(C)(C)C)cc3n2)cc1 (stereo not drawn)	2	-3	-5
53	CC(=O)c1ccc(NC=CC(=O)c2ccc(Cl)cc2)cc1	7	-1	·
54	Cc1cc(CN(C)C(=O)CC2C(=O)NCCN2Cc2c(F)cccc2Cl)on1 (stereo not drawn)	5	1	-7
55	COc1ccccc1CN1CCCn2cccc2C1c1ccc([N+](=O)[O-])cc1 (stereo not drawn)	19	-11	-4
56	CCCc1cc(OC)c2c(c1)OCO2	13	-6	·
57	CCn1c2ccccc2n2c(=O)c3c(C)nc(C)cc3c(C#N)c12	-3	1	·
58	CCC1CN(C(=O)c2ccnn2C)CCC(=O)N1Cc1ccccc1 (stereo not drawn)	11	-5	-12
59	O=C(c1ccc(-c2ccc(F)cc2)s1)N1CCCC1CN1CCCC1 (stereo not drawn)	9	-2	-12
60	CCCCC(=O)N(C)c1c(CC)nc2c(OCc3ccc(Cl)cc3Cl)cccn12	5	-1	-3
61	CN1CCCC2(CCN(C(=O)CCc3nc4ccccc4s3)C2)C1=O (stereo not drawn)	6	-6	·
62	Cc1ccc2c(C)c(C(=O)NCCc3nc(-c4ccccn4)no3)oc2c1	-5	-8	·
63	COc1cc(OC)cc(C(=O)N2CCN(C(C(=O)NCCCN3CCOCC3)C3CCCC3)CC2)c1 (stereo not drawn)	-8	-2	-3
64	NC(=O)c1ccc(COC(=O)CCc2ccccc2F)cc1	0	-3	·
65	O=c1cccnn1CCNS(=O)(=O)c1ccc2c(c1)CCCC2	2	-1	·
66	CN(Cc1ccc(C(=O)Nc2cnn(C)c2)cc1)CC1CCCO1 (stereo not drawn)	20	-3	·
67	Cc1noc(C)c1CC(C)NC(=O)NCCCCn1ccnc1 (stereo not drawn)	-6	-8	·
68	Cc1c(C(C)NS(=O)(=O)c2cccnc2)cnn1-c1cccc2ccccc12 (stereo not drawn)	3	-4	-8
69	Cc1ccccc1OCC(=O)NCC(c1ccc2c(c1)CCN2C)N1CCN(C)CC1 (stereo not drawn)	6	-5	·
70	CC1CC(=O)Nc2c1c(NC(=O)c1ccc(F)cc1Cl)nn2C (stereo not drawn)	-8	3	1
71	CN1CC2(CCN(C(=O)C3=Cc4ccccc4OC=C3)C2)OC1=O (stereo not drawn)	6	-1	·
72	COCCNC(=O)[C@@]1(OCc2ccccc2C#N)CC(OCc2ccc(C(F)(F)F)cc2)[C@H](O)[C@H](O)C1 (stereo partly drawn)	4	-8	-6
73	CCC(CC)CNCc1ccc(N(C)C)nc1	19	-6	·
74	CCC(=O)Nc1cccc(-n2nc(OC)nc2-c2ccc(F)cc2)c1	23	-5	-4
75	COCC(=O)N(Cc1cc(NC(=O)c2cccc(F)c2)ccc1N(C)C)C(C)C(C)C (stereo not drawn)	29	-4	-6
76	CCOC1CCCN(C(=O)c2ccc(Cl)cc2)C1 (stereo not drawn)	-2	-5	-4
77	CCCC(=O)Nc1ncc(Cc2ccc(Cl)c(Cl)c2)s1	-8	-2	-4
78	O=C(c1ccccc1)c1cc[n+](Cc2cccc3ccccc23)cc1	-6	-5	-8
79	CCc1nc2c(N3CC[C@H](CO)[C@H](O)C3)ncnc2o1	2	3	-9
80	COCC(=O)N(Cc1ccc(F)cc1)Cc1cccc(OS(=O)(=O)C(C)C)c1	·	-8	-10
81	COC(=O)C(C)OC(=O)c1cc2ccccc2cc1OC (stereo not drawn)	0	-6	·
82	Cn1c(C(=O)NCc2ccco2)cc2c(=O)n3ccccc3nc21	2	-6	·
83	CC(O)C#CC1(C)CCCC(C)(C)O1 (stereo not drawn)	-4&4	-5&-5	-5
84	C=C(C)COc1ccccc1CN(C)C(C)c1ccccn1 (stereo not drawn)	17	-10	·

5 of these compounds, reformatted.
Every second line gives: NPYLR7 ag | hcGAS inh | mcGAS lum
73: CCC(CC)CNCc1ccc(N(C)C)nc1
→ 19 | -6 | ·
74: CCC(=O)Nc1cccc(-n2nc(OC)nc2-c2ccc(F)cc2)c1
→ 23 | -5 | -4
75: COCC(=O)N(Cc1cc(NC(=O)c2cccc(F)c2)ccc1N(C)C)C(C)C(C)C (stereo not drawn)
→ 29 | -4 | -6
76: CCOC1CCCN(C(=O)c2ccc(Cl)cc2)C1 (stereo not drawn)
→ -2 | -5 | -4
77: CCCC(=O)Nc1ncc(Cc2ccc(Cl)c(Cl)c2)s1
→ -8 | -2 | -4

Additional entries follow.
item	mol	NPYLR7 ag	hcGAS inh	mcGAS lum
85	CCC(N)c1ccc(C)cn1 (stereo not drawn)	3	-1	-2
86	Cc1nc(C)c(-c2cc(C(=O)N3CCSCC3)n[nH]2)s1	·	-3	-8
87	C=CCn1c(SCc2ccc(Cl)cc2)nc2c1c(=O)n(C)c(=O)n2C	19	-11	·
88	COc1ccccc1C(=O)N(Cc1cccc(OCc2nc(CO)cs2)c1)C1CC1	2	-6	-8
89	Cc1cc(C(=O)N2CCOC(COc3ccc(F)cc3)C2)cc(Cl)n1 (stereo not drawn)	-7	-2	-5
90	Nc1n[nH]c(CCN2C(=O)c3ccccc3C2=O)n1	-15	-6	·
91	CC(NS(=O)(=O)c1ccc2ccccc2c1)C1CC2CCC1C2 (stereo not drawn)	3	-10	·
92	CCc1ccc2oc(-c3cc(NC(=O)c4cccc(F)c4)ccc3Cl)nc2c1	-6	-1	-4
93	O=C1CC(C(=O)NCc2ccccc2Cl)c2ccc(F)cc2N1 (stereo not drawn)	-3	-6	-7
94	COc1ccc(C2C(C(=O)OCc3ccccc3)=C(C)NC(C)=C2C(=O)OCc2ccccc2)cc1OC	-5	3	4
95	O=S1CCC(NCCN2CCc3ccccc32)CC1 (stereo not drawn)	3	-1	-11
96	CCOc1ccccc1CNC(=O)CCc1cc2c(n1-c1cc(OC)cc(OC)c1)-c1ccccc1CC2	-2	-7	-10
97	CC1CN(C(=O)c2cc3ccsc3n2Cc2cccc(F)c2)CCN1C(=O)C1CCCC1 (stereo not drawn)	·	-13	-9
98	Cc1ncc(C(=O)NCC(O)c2c(Cl)cccc2Cl)s1 (stereo not drawn)	-3	-4	·
99	CCCCCn1cc(C2CCN(C(=O)c3ccc4c(c3)OCO4)CC2)c2ccccc21	18	-4	-5
100	CC(=O)c1cccc(NC(=O)c2cnn3c(C(F)(F)F)cc(-c4cccs4)nc23)c1	-5	0	-2
101	O=C(NCCn1cc(SCC(=O)N2CCc3ccccc32)c2ccccc21)c1cccs1	0	-5	·
